PPARg SRC-3 ag = PPARgamma agonists recruiting SRC-3 coactivator, primary screen, biochemical; Peroxisome proliferator-activated receptor gamma (Homo sapiens), P37231; biochemical PPARgamma/SRC-3 coactivator recruitment assay; activation, % at 8 µM; hit rate 0.26% among 200,000; in the data active = activation above about 23%;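 note: 0% = DMSO and 100% = reference agonist; some compounds past the cut are filed as inactive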
Target sequence (P37231 whole entry, looked up): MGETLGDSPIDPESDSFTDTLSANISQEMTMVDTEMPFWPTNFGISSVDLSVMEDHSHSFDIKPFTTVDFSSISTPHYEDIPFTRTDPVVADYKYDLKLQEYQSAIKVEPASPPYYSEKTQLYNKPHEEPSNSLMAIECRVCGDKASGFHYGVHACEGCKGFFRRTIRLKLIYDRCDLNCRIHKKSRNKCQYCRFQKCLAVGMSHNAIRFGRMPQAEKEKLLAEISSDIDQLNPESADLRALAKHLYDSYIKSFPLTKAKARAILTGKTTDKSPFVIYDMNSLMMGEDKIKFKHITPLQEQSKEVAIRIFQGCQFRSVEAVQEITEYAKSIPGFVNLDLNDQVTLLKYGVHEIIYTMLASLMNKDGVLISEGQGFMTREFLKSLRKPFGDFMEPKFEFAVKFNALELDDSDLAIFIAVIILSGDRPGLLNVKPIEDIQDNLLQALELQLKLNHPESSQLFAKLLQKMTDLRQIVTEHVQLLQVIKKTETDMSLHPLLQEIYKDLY
PPARg SRC-2 ag = agonists of PPARg-SRC-2 recruitment, primary screen, biochemical, HTS; activation, % at 8 µM; PPARgamma LBD-SRC-2 recruitment; Peroxisome proliferator-activated receptor gamma (Homo sapiens), P37231; AID 1032, 2008; hit rate 0.34% among 200,000; in the data active = activation above about 22%;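 note: 0% = vehicle and 100% = reference agonist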
TNAP act hi DEA = TNAP activators at high phosphate acceptor level, primary screen, biochemical, luminescence, uHTS. Alkaline phosphatase, tissue-nonspecific isozyme (Homo sapiens), P05186. activation factor at 20 µM. purified TNAP, CDP-star luminescence, 1 M DEA, 30 min; hits give high values; 0 = EDTA background, 1 = DMSO-only activity. AID 1136, 2008. 200,000 tested, under 10 active;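 active = activation factor at least 2 at 20 µM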
Target sequence (P05186 whole entry, looked up): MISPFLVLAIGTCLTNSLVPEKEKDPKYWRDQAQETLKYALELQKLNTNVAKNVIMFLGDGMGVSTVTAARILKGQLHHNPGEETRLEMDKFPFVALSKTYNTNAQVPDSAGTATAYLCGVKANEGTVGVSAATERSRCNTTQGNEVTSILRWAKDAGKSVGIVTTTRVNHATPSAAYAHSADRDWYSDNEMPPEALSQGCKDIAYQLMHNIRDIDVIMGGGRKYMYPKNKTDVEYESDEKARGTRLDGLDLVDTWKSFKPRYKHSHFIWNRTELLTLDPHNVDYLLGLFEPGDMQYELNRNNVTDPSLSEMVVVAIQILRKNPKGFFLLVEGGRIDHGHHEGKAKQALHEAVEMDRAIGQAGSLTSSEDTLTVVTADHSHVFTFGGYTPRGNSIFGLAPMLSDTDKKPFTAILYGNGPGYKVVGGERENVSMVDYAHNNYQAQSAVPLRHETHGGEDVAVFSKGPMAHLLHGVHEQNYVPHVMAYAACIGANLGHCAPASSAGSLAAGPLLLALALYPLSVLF
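Measured by: Luminescent substrate turnover signal | Test system: Human TNAP | Input: TNAP 1/800 final | Dosing: 20 µM single point | Schedule: 30 min, room temperature | Controls: EDTA wells as negative control, DMSO wells as positive control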
bIAP activator = bovine intestinal alkaline phosphatase activators, primary screen, biochemical, bovine IAP, CDP-star luminescence; purified bovine IAP, 30 min; hits give high values; fold of DMSO-control signal, blank-subtracted; hit rate 0.17% among 200,000; activation factor at 20 µM; alkaline phosphatase, intestinal [Bos taurus]; AID 1016, 2008;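 active = activation factor of 2 or more at 20 µM, a signal rise over negative controls twice the positive control's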
Efa HMGR inh = inhibitors of E. faecalis class II HMGR, primary screen, biochemical, Enterococcus faecalis; purified E. faecalis HMGR, NADPH absorbance 340 nm kinetic; hit rate 0.41% among 190,000; HMG-CoA reductase (Enterococcus faecalis, mvaE); inhibition, % at 10 µM;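 active = inhibition above a set limit, the median over all tested compounds plus 3 SD, cut at about 9.5% in these data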;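 note: enzyme runs in reverse so mevalonate oxidation gives rising NADPH absorbance; 0% = complete reaction with DMSO and 100% = background rate lacking mevalonate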
TNAP inh no acc = human TNAP enzyme inhibitors, primary screen, biochemical, luminescent, no phosphate acceptor, uHTS | purified TNAP, CDP-star luminescence, 30 min | inhibition, % at 20 µM | hit rate 0.26% among 200,000;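 active = tissue-nonspecific alkaline phosphatase inhibition above about 50% at 20 µM in the single-dose screen, limit read from the data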;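 note: 0% = DMSO negative control and 100% = EDTA positive control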
SRC2 TRFRET art = TR-FRET signal artefacts, primary screen, artefact control for PPARgamma SRC-2 agonist project, biochemical; TR-FRET artefact counter-screen; hits give high values; hit rate 0.4% among 200,000; AID 1049, 2008; TR-FRET ratio at 8 µM; in the data active = TR-FRET ratio above about 2000; note: inactives centre near 1500
PPARg SRC-1 ag = PPARgamma agonists recruiting SRC-1 coactivator, primary screen, biochemical. hit rate 0.41% among 200,000. Peroxisome proliferator-activated receptor gamma (Homo sapiens), P37231. PPARgamma-SRC-1 coactivator recruitment biochemical assay. activation, % at 8 µM; in the data active = activation above about 19%;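 note: 0% = DMSO and 100% = reference agonist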
bIAP inh = bovine intestinal alkaline phosphatase inhibitors, primary screen, selectivity assay for TNAP inhibitor project, biochemical, bovine IAP, CDP-star luminescence; inhibition, % at 20 µM; 190,000 tested, under 10 active; AID 1019, 2008; alkaline phosphatase, intestinal [Bos taurus]; purified bovine IAP, 30 min;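 active = over 50% inhibition of intestinal alkaline phosphatase at 20 µM in the single-dose screen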
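System: purified bovine intestinal alkaline phosphatase (IAP) enzyme; Input: IAP diluted 1/65,000,000 in the well; Measured by: CDP-star luminescence signal; Compound dosing: 20 µM single dose; Incubation: 30 min reaction at room temperature.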
TNAP inh hiacc = human TNAP enzyme inhibitors, primary screen, biochemical, luminescent, high phosphate acceptor level, uHTS. Alkaline phosphatase, tissue-nonspecific isozyme (Homo sapiens), P05186. purified TNAP, CDP-star luminescence, 1 M DEA. inhibition, % at 20 µM. hit rate 0.03% among 200,000. AID 1135, 2008;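 active = over 50% inhibition of tissue-nonspecific alkaline phosphatase at 20 µM in the single-dose screen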;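 note: plate controls were DMSO wells for no effect and EDTA-quenched wells as full inhibition for full effect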
Active calls of the source: *; · = no result given.

SMILES	PPARg SRC-3 ag	PPARg SRC-2 ag	TNAP act hi DEA	bIAP activator	Efa HMGR inh	TNAP inh no acc	SRC2 TRFRET art	PPARg SRC-1 ag	bIAP inh	TNAP inh hiacc
CC1CCCCC1NC(=O)Cn1nc(-c2ccccc2)ccc1=O (centres undefined)	2	1	1	0.9	-2	-3	1542	-6	7	3
COc1cccc(NC(=O)CN(C)C(=O)/C=C/c2cc(OC)ccc2OC)c1	6	3	1	1	-4	0	1692	-6	-1	-3
Cc1[nH]c(=O)[nH]c(=O)c1S(=O)(=O)N1CCCC(C(=O)N2CCC(Cc3ccccc3)CC2)C1 (centres undefined)	3	-3	1.1	0.8	-4	-8	1549	5	17	-6
COc1cccc(SCC2CSc3nc4ccccc4c(=O)n32)c1 (centres undefined)	-1	-8	1	1	-4	-3	1357	-14	-2	0
Cc1ccc(C)c(N/N=C2\CCCNC2=O)c1	6	0	1	0.7	0	8	1555	-6	34	1
Cc1[nH]c2ccccc2c1/C=N/NS(=O)(=O)c1ccccc1	7	15	1	1.1	-7	-9	1692	9	-12	-1
CC1CC(C)(C)NC(=S)S1 (centres undefined)	-7	4	1	0.9	1	-5	1472	-8	5	-2
CCCCc1ccc(NC(=O)COc2ccc(C(=O)Nc3ccccc3OC)cc2)cc1	3	8	1	0.8	-10	-4	1704	0	21	-1
COCCN1C=C(C(=O)OC)C(c2ccccc2C(F)(F)F)C(C(=O)OC)=C1	13	0	1.1	1.1	-2	-27	1551	6	-14	-7
Cc1c2c(n3c(nc4ccccc43)c1C#N)N(c1ccccc1)CC2	4	-8	1	1	-1	-24	1481	3	-2	-2

An excerpt from above, limited to TNAP inh no acc, bIAP inh and TNAP act hi DEA:
mol	TNAP inh no acc	bIAP inh	TNAP act hi DEA
CCCCc1ccc(NC(=O)COc2ccc(C(=O)Nc3ccccc3OC)cc2)cc1	-4	21	1
COCCN1C=C(C(=O)OC)C(c2ccccc2C(F)(F)F)C(C(=O)OC)=C1	-27	-14	1.1

Other compounds follow:
SMILES	PPARg SRC-3 ag	PPARg SRC-2 ag	TNAP act hi DEA	bIAP activator	Efa HMGR inh	TNAP inh no acc	SRC2 TRFRET art	PPARg SRC-1 ag	bIAP inh	TNAP inh hiacc
Cc1cc(NC(=O)Cn2cnc3c(nnn3-c3ccc(C)c(Cl)c3)c2=O)no1	1	0	1	1	-2	-8	1527	-2	-3	-2
CCC(C)NC(=O)/C=C/c1cccs1 (centres undefined)	0	-2	1	1	-5	-9	1821	0	3	-4
COc1ccc(NC(=O)Nc2ccccc2SC)cc1OC	7	-1	1.1	1	6	-12	1645	-2	5	-8
O=C(Nc1ccc([N+](=O)[O-])cc1)Nc1ccc(OC(F)F)c(Cl)c1	8	13	1	0.9	-3	-6	1727	4	8	1
CCc1ccc(-c2cc(C(=O)NN3CCN(C)CC3)c3ccccc3n2)cc1	6	-1	1	0.8	0	-2	1421	8	18	0
O=C(CN1CCCCC1)Nc1ccccc1-c1ccccc1	2	-3	1	0.9	-1	-5	1344	4	14	0
CC1(C)Cc2c(c(N3CCOCC3)nc3sc4c(NCc5ccco5)nnnc4c23)CS1	2	16	1.1	0.9	-3	-7	1568	-4	15	-6
O=C(Nc1ccc(Br)cc1)C1CCN(C(=O)c2ccc(F)cc2)CC1	4	-4	1	1	-2	-4	1647	6	-4	-1
Cc1ccc(S(=O)(=O)NCC2CCC(C(=O)NCc3ccccn3)CC2)cc1 (centres undefined)	3	1	1	1.1	4	-7	1432	2	-5	1
CCCCn1c(-c2cccnc2)n[nH]c1=S	2	-6	1	0.5	-1	8	1553	5	·	4

Reprinted at random: three entries already listed, in no set order.
SMILES	PPARg SRC-3 ag	PPARg SRC-2 ag	TNAP act hi DEA	bIAP activator	Efa HMGR inh	TNAP inh no acc	SRC2 TRFRET art	PPARg SRC-1 ag	bIAP inh	TNAP inh hiacc
O=C(Nc1ccc([N+](=O)[O-])cc1)Nc1ccc(OC(F)F)c(Cl)c1	8	13	1	0.9	-3	-6	1727	4	8	1
Cc1[nH]c2ccccc2c1/C=N/NS(=O)(=O)c1ccccc1	7	15	1	1.1	-7	-9	1692	9	-12	-1
Cc1c2c(n3c(nc4ccccc43)c1C#N)N(c1ccccc1)CC2	4	-8	1	1	-1	-24	1481	3	-2	-2

Later entries:
SMILES	PPARg SRC-3 ag	PPARg SRC-2 ag	TNAP act hi DEA	bIAP activator	Efa HMGR inh	TNAP inh no acc	SRC2 TRFRET art	PPARg SRC-1 ag	bIAP inh	TNAP inh hiacc
N#Cc1c2n(c3c(-c4ccccc4)ncnc13)CCC2	6	4	1	0.9	-5	-3	1488	-8	5	3
CNc1cc(N2CCCC2)ccc1[N+](=O)[O-]	6	-5	0.9	0.9	0	6	1682	12	10	15
CCO[C@@H]1OC(C(=O)N2CCOCC2)=C[C@H](c2cn(C(C)=O)c3ccccc23)[C@H]1CCCO	0	-1	1	1.1	-8	0	1484	-1	-11	-2
CCCCC(=O)NC1(C(F)(F)F)C(=O)Nc2c1c(=O)n(C)c(=O)n2C (centres undefined)	4	2	1	0.9	1	-5	1577	10	13	3
CCOc1ccc(-c2cn(CCC#N)cn2)cc1	-4	2	1	1	-4	-7	1452	4	-4	-5
Cc1cc(NC(=O)CS(=O)(=O)Cc2ccccc2)no1	1	3	1.1	0.9	0	-10	1573	9	11	-6
CCN(CC)S(=O)(=O)c1ccc(O)c(NS(=O)(=O)c2ccccc2F)c1	0	2	1	1	-2	5	1564	10	4	0
COC(=O)c1ccc(Oc2nc(Nc3ccccc3)nc(N(C)C)n2)cc1	0	6	1	0.9	3	-5	1550	4	7	0
CCCn1c2c(c(O)c(C(=O)NC)c1=O)CCCC2	-13	3	1	0.9	-6	-9	1428	-6	11	-2
CN1CCN2c3ccccc3Cc3ccccc3C2C1 (centres undefined)	-4	-6	1	1	-8	-9	1389	6	3	-3
Cc1cc(N2CCOCC2)nc2ccc(NC(=O)CCC(=O)N3CCCCC3)cc12	0	11	1	1	1	-8	1626	-3	-4	-2
CCc1nc2ccccc2n1CC(=O)N1CCN(Cc2ccccc2)CC1	1	3	1	1.1	5	-7	1582	3	-9	-1
CNC(=S)N1CCN(c2ccc([N+](=O)[O-])cc2)CC1	-22	11	0.9	0.7	·	8	1735	-4	27	9
CC(=O)c1sc2nc(CSc3nnnn3-c3ccccc3)[nH]c(=O)c2c1C	10	12	0.9	1.1	-4	0	1641	4	-6	5
COc1ccc(CC(=O)N2CC3(C)CC2CC(C)(C)C3)cc1OC (centres undefined)	8	3	1.1	1	1	-14	1724	4	2	-5
Cc1cc(/C=N\NC(=O)c2cccs2)c(C)n1-c1ccc2ncccc2c1	6	8	1	1	-1	-6	1599	5	-3	-4
CCc1ccc(NC(=S)NC2CC3CCCC(C2)N3Cc2cccs2)cc1 (centres undefined)	8	-1	1.2	1.6	·	-50	1564	6	-56	-16
COCCSc1ccccc1C(=O)N1CCOCC1	8	1	1	1	0	-5	1462	1	1	-3
COC(=O)c1ccc(S(N)(=O)=O)o1	0	9	1	1	4	-11	1683	2	0	-2
O=C(O)c1cccc(S(=O)(=O)Nc2ccc(O)c(Sc3nc4ccccc4s3)c2)c1	2	-5	1	0.9	-3	-7	1517	0	9	1
CCOC(=O)c1c(C)[nH]c(C(=O)COC(=O)CN2C(=O)C3CCCCC3C2=O)c1C (centres undefined)	-2	1	1	0.9	-4	-8	1263	-5	10	-1
Cc1ccc(OCC(O)Cn2c(NCCc3ccccc3)nc3c2c(=O)[nH]c(=O)n3C)cc1 (centres undefined)	-2	6	1	0.9	-6	-1	1581	9	6	4
Cc1c(NC(=O)c2cc(-c3cccs3)nc3ccccc23)c(=O)n(-c2ccccc2)n1C	1	0	1	0.6	2	-18	1535	6	36	-3
CC(=O)c1c(C)[nH]c(C(=O)NCc2ccc(F)cc2)c1C	3	12	1	1	-9	6	1668	4	2	-2
COc1ccccc1N1CCN(CC(O)COCc2cccs2)CC1 (centres undefined)	-5	0	1.1	1.2	-4	5	1511	-1	-17	-6
COc1cccc(-c2cn3nc4c(nc3n2)CCCC4)c1	-5	2	1	1	-5	-5	1580	-5	0	-3
CC(=O)c1cnc2nc(C)nn2c1C	5	0	1.1	0.9	-5	-10	1603	7	15	-6
CC(C)OC(=O)CN1C(=O)c2ccccc2C1=O	-2	-3	1.1	0.8	1	-12	1522	-5	25	-5
CCn1cc(/C=N\NC(=O)c2ccccc2Cl)cn1	-4	-7	1	1	-6	-9	1513	1	-2	-4
COc1ccc(OC)c(/C=N/Nc2nncn2/N=C/c2cc(OC)ccc2OC)c1	1	6	1	0.9	2	-1	1523	10	11	-3
CN(C(=O)c1ccc(NC(=O)C2CC=CCC2C(=O)O)cc1)c1ccccc1 (centres undefined)	0	7	1	0.8	-1	-5	1673	8	18	-1
CN(C)C(=O)c1ccc(NC(=O)COc2ccc([N+](=O)[O-])cc2)cc1	5	11	1	1	1	-12	1607	6	-2	-1
Cc1ccc2[nH]c(=O)c(CNS(=O)(=O)c3ccccc3)c(-c3ccccc3)c2c1	4	-4	1	1	-3	-7	1608	-1	-1	1
CC(NC(=O)CN1C(=O)COc2ccccc21)c1ccccc1 (centres undefined)	-5	3	1	0.9	4	-4	1405	2	5	-2
COc1ccnc(NCc2ccc(Cl)cc2)c1C#N	2	3	1	0.8	-2	-2	1615	7	16	-1
O=C(Nc1ccc(N2CCN(C(=O)c3ccccc3)CC2)cc1)c1ccc(Br)o1	4	-3	1	1	-6	-7	1528	0	-1	1
CCc1nc(SCC(=O)Nc2ccc(C(=O)O)cc2)n[nH]1	9	9	1	1	-2	-18	1614	-1	4	-1
CCCCCCOC(=O)C(C#N)c1nc2ccccc2nc1N1CCN(C)CC1 (centres undefined)	-6	-8	0.9	0.9	-5	12	1408	-8	12	5
C[C@@H](C(=O)N1CCN(C(=O)OC(C)(C)C)CC1)n1cc(CCCN=C(NC(=O)OC(C)(C)C)NC(=O)OC(C)(C)C)nn1	0	-5	1.1	1	-2	-8	1528	-4	2	-5
CCCCOC(=O)Nc1cc(C)c(Cl)cc1OC	4	-4	1	0.7	-8	-8	1697	1	30	-1
CCOC(=O)Cc1cnc(NC(=O)CSc2nc(C)c(CC)c(=O)[nH]2)s1	2	3	1	1.1	2	-7	1787	-4	-11	0
CCOc1ccccc1NC(=O)CSc1nnnn1Cc1ccccc1	12	-3	1	0.8	4	-8	1512	2	22	-1
CCOC(=O)c1c(-c2cccc(N)c2)cn2ccccc12	2	3	1	1.2	5	2	1558	3	-20	1
COc1ccc(Nc2nc(NC(C)(C)C)nc(N3CCOCC3)n2)c(OC)c1	5	11	1.1	1.1	2	-10	1649	4	-12	-8
COc1ccccc1-n1cnnc1SCC(=O)Nc1ncc(Cl)cc1Cl	7	4	1	1	0	-10	1583	0	4	-4
Clc1ccccc1-c1nnc(CNC2CC2)o1	5	4	1	1.2	0	-16	1449	-4	-25	-4

Compound activity: PubChem, several laboratories
